AHR act = activates the human aryl hydrocarbon receptor | P35869 | AHR-responsive luciferase reporter cells, luminescence | activation, % at 5 µM | actives 2.5% (n = 320,000) | AID 2796; in the data active = activation above about 47%;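 note: 0% = vehicle wells and 100% = reference agonist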
ZTA DNA inh = counter-screen for EBNA-1 inhibitors: inhibitors of Epstein-Barr virus ZTA; P03206; ZTA-DNA binding, fluorescence polarization; inhibition, % at 11 µM; actives 0.15% (n = 320,000); AID 2234; in the data active = inhibition above about 33%
MEP2 TOR yeast = alters MEP2-GFP fluorescence in TOR pathway yeast screen; actives 0.51% (n = 330,000); S. cerevisiae MEP2-GFP strain, flow cytometry GFP, 3 h; 100% = DMSO control level; GFP response vs DMSO, % at 10 µM;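 active = GFP response versus DMSO above a set limit, roughly screen mean plus 3 SD, cut at about 180% in these data; inconclusive = fewer than 70 cells counted for a yeast strain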;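 note: median GFP fluorescence of the barcode-gated MEP2-GFP cells per well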
procasp3 activ = activates human procaspase-3 | recombinant procaspase-3 D3A, Ac-DEVD-pNA absorbance 405 nm | P42574 | actives 0.11% (n = 330,000) | activation, % at 8.5 µM;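 active = activation above the mean of all tested compounds plus 3 SD, cut at about 21% in these data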;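 note: 0% = DMSO alone and 100% = DMSO wells spiked with extra 5 µM PC-3 D3A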
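System: Procaspase-3 D3A mutant. Medium: Zinc-free 300 mM NaCl, 50 mM HEPES, 0.01% Triton X-100. Schedule: 1 h preincubation plus 2 h reaction at 25 °C. Measured by: 405 nm absorbance of p-nitroaniline, reads at 0 and 120 min. Read-out: percent activation relative to control range.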
RPL19A TOR yeast = alters RPL19A-GFP fluorescence in TOR pathway yeast screen; percent response vs DMSO, % at 10 µM; S. cerevisiae RPL19A-GFP strain, flow cytometry, 3 h; hits give low values; actives 0.3% (n = 330,000);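 active = percent response vs DMSO below 50%; inconclusive = fewer than 70 events counted for the yeast strain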;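 note: median channel GFP fluorescence of the barcoded RPL19A-GFP strain; ratio of sample median GFP to plate DMSO average so 100% = DMSO; lower means less RPL19A-GFP as with rapamycin TOR inhibition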
EBNA-1 inhibitor = blocks EBNA-1 binding to DNA. actives 0.34% (n = 300,000). EBNA-1 DNA binding, fluorescence polarization. AID 1950. inhibition, % at 14.8 µM; in the data active = inhibition above about 28%
LAP4-GFP MLPCN = yeast TOR pathway LAP4-GFP modulation; S. cerevisiae LAP4-GFP multiplex, flow cytometry GFP, 3 h; median GFP as percent of DMSO wells; GFP response vs DMSO, % at 10 µM; actives 0.34% (n = 320,000); AID 2023;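 active = GFP response vs DMSO above a set limit, about the screen mean plus 3 SD, cut at about 150% in these data; inconclusive = under 70 cell events counted for the yeast strain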
proCasp7 act = activates human procaspase-7, counter-screen for procaspase-3 activators. P55210. recombinant procaspase-7, Ac-DEVD-pNA absorbance 405 nm; D23A/D198A/D206A triple mutant, cannot self-cleave; scale: DMSO 0, 5 µM enzyme 100. activation, % at 8.5 µM. actives 0.093% (n = 330,000);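 active = percent activation above the screen-wide mean plus 3 SD, cut at about 25% in these data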
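Assay system: Uncleavable procaspase-7 mutant enzyme / Input: 2 µM procaspase-7 mutant as dispensed / Dosing: single nominal 8.5 µM compound dose, 0.8% DMSO final / Timing: 1 h enzyme–compound preincubation and 2 h substrate reaction, both 25 °C / Detection: p-Nitroaniline absorbance at 405 nm, read at 0 and 120 min / Replication: singlicate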
* marks the source's active call; other numbers are inactive results; ? = inconclusive; . = no result given; [ ] = another dose, or the depositor's remark.

SMILES	AHR act	ZTA DNA inh	MEP2 TOR yeast	procasp3 activ	RPL19A TOR yeast	EBNA-1 inhibitor	LAP4-GFP MLPCN	proCasp7 act
O=C(Cn1nnc2c(cnn2-c2ccc(F)cc2)c1=O)Nc1ccccc1C(F)(F)F	1	20	102	-2	96	3	86	-1
COc1ccccc1-n1c(C)nc2cc(C(=O)NCC3CCCO3)ccc21 (stereo unspecified)	3	-4	102	5	98	4	101	5
O=c1[nH]n2c(=O)c3c([nH]c2c1N=Nc1cccc(C(F)(F)F)c1)CCCC3	0	22	100	-2	102	27	90	-15
COc1ccc(CNC(=O)CNC(=O)c2ccc(C(C)(C)C)cc2)cc1OC	5	-9	108	-12	103	-19	93	-8
Cc1ccc(C(=O)Nc2nnc(C3CCCCC3)s2)o1	-2	-13	103	3	100	1	97	-7
COc1ccc(CCNC(=O)CNCC2CCCCC2)cc1OC	2	-24	105	-9	101	-6	94	8
C[C@H](CO)N1C[C@H](C)[C@@H](CN(C)S(=O)(=O)c2cn(C)cn2)Oc2ccc(NC(=O)Cn3cnnn3)cc2C1=O	0	.	97	-2	95	.	96	13
N#Cc1c(-c2ccccc2)nc(-c2ccncc2)[nH]c1=O	0	-15	107	-2	98	-5	92	-9
COc1cccc2cc(C(=O)N3CCN(C(=O)c4ccco4)CC3)c(=O)oc12	1	-17	99	3	101	-6	102	2
COc1ccc(/C=C(\NC(=O)c2ccco2)C(=O)N2CCOCC2)cc1	-1	7	103	3	101	-6	105	-1
Cc1ccccc1NC(=O)c1cn2c(nc3ccccc32)c(C#N)c1C	-1	4	98	-5	101	3	103	8
O=C(Oc1coc(CSc2ncccn2)cc1=O)c1ccco1	-1	19	94	3	98	-6	103	6
C#CCOC(=O)C[N+](C)(C)CC#Cc1ccccc1	2	-19	106	0	100	-10	114	4
CC(C)c1ccc(NC(=O)NCc2ccccn2)cc1	16	11	102	-1	109	-9	105	1
CN(CCOc1ccccc1)C(=O)CCc1nc2sc3c(c2c(=O)[nH]1)CCCC3	15	18	94	2	97	-12	95	-1
CCOC(=O)c1cc(-c2ccccc2)sc1NC(=O)CC(C)C	7	-14	107	4	107	-3	101	4
O=C(CSc1nc2ccccc2c(=O)n1CC1CCCO1)NCc1ccccc1 (stereo unspecified)	2	3	109	1	105	-6	100	15
C=C(C(=O)Oc1ccccc1C(C)(C)C)c1ccccc1	-2	2	84	7	93	.	79	13
Cc1csc(NC(=O)CNS(=O)(=O)c2cccs2)n1	-3	-6	99	8	96	-14	97	5
CCCOc1ccc(/C=C/c2[nH]c(=O)[nH]c(=O)c2[N+](=O)[O-])cc1OCC	-1	3	109	-1	96	-14	106	1
CC(C(=O)NCCc1ccc(S(N)(=O)=O)cc1)N1C(=O)CC(C)(C)Sc2ccccc21 (stereo unspecified)	2	7	99	7	102	-2	93	-4
CCN(CC)C(=O)COn1c(SCC(=O)N(CC)CC)nc2ccccc2c1=O	4	-3	98	6	103	-7	104	2
C/C(Cl)=C/Cn1c(N2CCCC2)nc2c1c(=O)n(C)c(=O)n2C	2	9	104	-1	101	9	98	7
CCn1c(SCc2nc3ccccc3s2)nnc1-c1ccccc1	12	-2	105	2	97	0	102	0
O=C(CNC(=O)c1ccco1)OCc1ccc(Cl)cc1	-1	-4	?	-1	?	-1	?	1
CC1(C)Cc2c(C#N)c(NCC3CCCO3)nc(-c3ccco3)c2CO1 (stereo unspecified)	4	-2	100	-5	93	-3	96	0
CN1C[C@@H]2C(c3ccc(C(F)(F)F)cc3)C3(c4ccccc4)CC2(C3)[C@H]1c1ccccc1 (stereo partly specified)	-2	4	101	-7	106	4	101	2
COc1ccc(S(=O)(=O)N(CC(=O)NCc2ccco2)C2CCCCC2)cc1OC	0	-17	98	1	97	-1	99	4
COc1ccc(OC)c(/C(O)=C/C(=O)C(=O)Nc2cc(C)ccc2OC)c1	10	5	102	-8	102	3	96	-6
CC(C)NS(=O)(=O)c1ccc(OCC(=O)Nc2ccc(F)cc2F)cc1	1	6	96	3	96	8	93	-4
CC(CCN(C)C)OC(=O)c1ccc(C(C)c2ccccc2)o1 (stereo unspecified)	2	7	106	3	103	14	98	8
O=C(COc1ccccc1Cl)N1CCc2ccccc2C1	-1	12	110	-9	103	-4	75	-5
COc1ccc(NC(=O)CCc2ccc(OC)c(OC)c2)cn1	-1	4	104	4	95	-4	88	7
C=CCOc1ccc(/C=C\c2nc(O)c([N+](=O)[O-])c(=O)[nH]2)cc1OCC	1	13	103	-8	105	10	96	-3
CC(C)c1ccc(C2C(C#N)=C(N)Oc3c2oc(CO)cc3=O)cc1 (stereo unspecified)	1	8	70[may fluoresce violet]	8	44*[may fluoresce violet]	5	115[may fluoresce violet]	8
C/C(CC(=O)Nc1ccc2c(c1)OCCO2)=N\NC(=O)COc1ccc(Cl)c(C)c1	12	-4	132	4	113	1	95	4
O=C(c1cn(-c2ccccc2)nc1-c1cccs1)N(CCO)Cc1ccccc1	12	-2	105	-2	99	-5	100	1
CC(NC(=O)c1ccc(CS(=O)(=O)c2cccc(C(F)(F)F)c2)o1)c1ccc2c(c1)OCCO2 (stereo unspecified)	0	-1	98	-1	105	6	100	-10
O=C(CCCc1ccccc1)N1CCc2ccccc21	21	7	105	-1	102	15	117	2
O=C(CSc1ccc(-c2cccnc2)nn1)Nc1ccc(F)cc1	27	-7	84	1	87	13	117	0
CN(C)C(=O)CSc1nnc(-c2ccncc2)n1Cc1ccco1	3	3	93	0	97	9	92	7
C#CCN1C(=O)C(O)(CC(=O)c2cccc(OC)c2)c2ccccc21 (stereo unspecified)	12	9	107	-1	106	4	99	-15
O=C(Nc1cccc(F)c1)C1CCCN(S(=O)(=O)c2ccccc2)C1 (stereo unspecified)	3	4	110	10	116	-1	90	4
O=C(COC(=O)c1ccc(Br)o1)Nc1ccc(F)cc1[N+](=O)[O-]	6	.	97	5	94	.	101	-1
O=C(Nc1ccc2c(c1)OCO2)OCc1ccccc1	-5	-26	92	-1	99	-8	113	-6
Cc1cc(C)c(C)c(OCc2nc(-c3cccnc3)no2)c1	-2	-8	103	2	106	6	108	5
O=[N+]([O-])c1ccccc1S(=O)(=O)Nc1ccn(Cc2c(F)cccc2Cl)n1	-1	12	108	8	99	5	104	-5
C[C@H](CO)N1C[C@H](C)[C@@H](CN(C)S(=O)(=O)c2ccccc2)Oc2ccc(NC(=O)C3CCCCC3)cc2C1=O	0	.	93	6	95	.	105	-1
CC(=O)N(C1=C(Cl)C(=O)c2ccccc2C1=O)C1CCCCC1	13	-2	69	-15	8.2*	-6	45	-29
CCc1sc2nc(SCC(=O)Nc3cc(C)on3)n(-c3cccc(OC)c3)c(=O)c2c1C	1	2	105	2	103	0	99	12
COc1ccccc1-n1nnnc1SCC(=O)NC(=O)Cc1ccccc1	0	-8	101	3	97	.	96	-6
O=C(c1ccc(NS(=O)(=O)c2ccc(F)cc2)cc1)N1CCCCC1	-1	-16	96	-8	99	-3	107	6
COc1ccc(CCN2CC(C(=O)NC3CCCCC3)CC2=O)cc1OC (stereo unspecified)	6	9	101	-1	99	0	98	8
CC(C)CNc1oc(-c2ccccc2Cl)nc1C#N	7	-12	113	7	108	8	94	18
O=[N+]([O-])c1c(NCCCO)cc(N2CCN(Cc3ccc4c(c3)OCO4)CC2)c2nonc12	4	21	89	0	98	-5	90	-15
COc1ccccc1CNS(=O)(=O)c1ccc(C)cc1	6	10	104	8	99	-3	99	-2
CCOC(=O)c1c(C)[nH]c(C)c1C(=O)CSc1nc2ccccc2c(=O)n1-c1ccc(CC)cc1	13	-9	110	-9	98	6	98	5
O=C(O)c1ccccc1-c1ccccc1C(=O)NCc1ccccc1Cl	0	-14	99	-1	101	13	84	7
Cn1c(SCC(=O)Nc2ccccc2F)nnc1-c1cccs1	-9	-6	102	-6	107	-3	101	6
Cc1cc(C)nc(Nc2ccc(F)cc2)n1	-2	-13	101	0	106	-7	84	0

An excerpt from above in order of formula weight, lowest first.
SMILES	AHR act	ZTA DNA inh	MEP2 TOR yeast	procasp3 activ	RPL19A TOR yeast	EBNA-1 inhibitor	LAP4-GFP MLPCN	proCasp7 act
Cc1cc(C)c(C)c(OCc2nc(-c3cccnc3)no2)c1	-2	-8	103	2	106	6	108	5
CC(=O)N(C1=C(Cl)C(=O)c2ccccc2C1=O)C1CCCCC1	13	-2	69	-15	8.2*	-6	45	-29
COc1ccc(CCN2CC(C(=O)NC3CCCCC3)CC2=O)cc1OC (stereo unspecified)	6	9	101	-1	99	0	98	8
COc1ccccc1-n1nnnc1SCC(=O)NC(=O)Cc1ccccc1	0	-8	101	3	97	.	96	-6
O=[N+]([O-])c1ccccc1S(=O)(=O)Nc1ccn(Cc2c(F)cccc2Cl)n1	-1	12	108	8	99	5	104	-5

(further entries)
SMILES	AHR act	ZTA DNA inh	MEP2 TOR yeast	procasp3 activ	RPL19A TOR yeast	EBNA-1 inhibitor	LAP4-GFP MLPCN	proCasp7 act
S=c1nc[nH]c2c1[nH]c1ccccc12	44	-12	130	1	101	-4	100	-20
O=C(NNC1CC(c2ccccc2)=NN1C(=O)c1ccccc1)c1ccccc1 (stereo unspecified)	39	6	104	-1	105	2	100	-4
CCOc1ccc(OCCOC(=O)CN2C(=O)NC3(CCCC3)C2=O)cc1	0	10	104	-1	100	8	107	8
Cc1ccc2[nH]cc(C(=O)CN3CCN(C)CC3)c2c1	11	0	102	5	95	-3	101	-3
CCn1ccnc1CN1CCc2c([nH]c3ccccc23)C1C(C)(C)C (stereo unspecified)	10	-1	103	2	94	-6	118	6
COc1ccc(C(C#N)N2N=C(c3ccccc3)CC2c2ccccc2)cc1OC (stereo unspecified)	32	12	99	4	100	7	86	-4
Cc1ccc(NC(=O)CCc2nnc3ccc(N4CCC5(CC4)OCCO5)nn23)cc1F	3	-3	108	2	106	-20	103	7
COC(=O)c1ccc(NC(=S)NC(=O)c2c(-c3ccccc3)noc2C)cc1	-1	-2	111	2	102	7	103	12
Cc1ccc(Cl)cc1N1CCN(S(=O)(=O)c2cccc(S(=O)(=O)N3CCCC3)c2)CC1	8	7	102	-3	102	-2	102	-4
O=C(Nc1ccccn1)c1ccc(Cl)c([N+](=O)[O-])c1	1	3	99	2	98	3	103	-7
Cc1cc(NCc2ccc3c(c2)OCO3)n2nc(C)nc2n1	24	-17	95	-1	100	-9	102	5
COc1cc(NC(=O)c2ccc(CNc3c(N4CCCC4)c(=O)c3=O)cc2)cc(OC)c1OC	1	-3	102	6	96	-6	115	-1
O=C(NCCCN1CCOCC1)c1cc(-c2ccco2)nc2ccccc12	18	.	99	6	97	.	94	-2
CCN(C(=O)CN1C=NS(=O)(=O)c2ccccc21)c1ccccc1	-1	6	103	-8	106	2	94	9
Cc1c(NC(=O)Cn2nc(C(=O)O)c3ccccc3c2=O)c(=O)n(-c2ccccc2)n1C	0	19	104	6	90	5	94	-2
CC(C)(C)C(=O)NCCn1ccc2ccccc21	3	3	103	2	103	-7	108	-2
N#Cc1ccc(NC(=O)COC(=O)c2ccc(F)c(S(=O)(=O)N3CCOCC3)c2)cc1	-1	6	99	11	96	.	102	-3
C/C(N)=C(/C#N)C(=O)CSc1nncn1-c1ccccc1	-2	3	99	3	99	-8	98	8
CCCCOc1ccc(-c2nc(/C=N/c3nccs3)c(O)o2)cc1	1	4	108	6	102	4	100	-4
CC1(C)C(=O)OC(c2ccccc2)C2(CCCC2)C1=O (stereo unspecified)	-2	-13	92	6	107	3	124	3

Screening results from PubChem BioAssay.
